IDE cell activ: human IDE activators in live cells, primary screen, fluorescence polarization, HEK cells, FAbeta-B substrate; Insulin-degrading enzyme (Homo sapiens), P14735; FAbeta-B cleavage; 0% vehicle, 100% cell-free pure enzyme wells; activation, % at 5.96 µM; hit rate 0.073% among 340,000;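 active = activation above the mean of all tested compounds plus 3 SD, set per screening campaign, cut at about 17% in these data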
MEKK2 WT-MEK5: modulators of MEK5 binding to wildtype MEKK2, primary screen, biochemical, multiplex bead flow cytometry, Alexa488-MEK5. AID 1531, 2009. binding response (% of control), % at 10 µM. Alexa488-MEK5 binding to MEKK2 WT; actives lie on both sides. hit rate 1.1% among 290,000; in the data active = binding response below about 67% or above about 130%
pCIP destab: p/CIP-EGFP fusion destabilizers, primary screen, fluorescence, F442A cells | 16 h | decrease of EGFP signal, % at 10 µM | hit rate 0.01% among 290,000 | AID 1984, 2009;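 active = EGFP signal decrease of at least 30% at 10 µM or well 3 SD below plate mean, unless failing retest; inactive = the rest, including hits failing retest or dose response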; note: some compounds called inactive have numbers as strong as hits; many of its hits are not listed in these tables
NALP1 yeast inh: NALP1 inflammasome inhibitors in reconstituted yeast, colorimetric, S. cerevisiae, triplicate retest; S. cerevisiae NALP1/ASC/caspase-1 growth, X-gal OD620, 72 h; inhibition, % at 10 µM; hit rate 0.61% among 280,000; AID 2071, 2009; in the data active = inhibition mostly above about 24%, no sharp cut-off; inactive = mostly below about 32%; note: some compounds called inactive have numbers as strong as hits
MEKK3 PB1 HTS: modulators of MEKK3-MEK5 PB1 binding, primary screen, biochemical, wildtype MEKK3, multiplex bead flow cytometry, Alexa488-MEK5; Mitogen-activated protein kinase kinase kinase 3 (Homo sapiens), Q99759; bead-based flow cytometry, Alexa488-MEK5 binding to MEKK3; actives lie on both sides; 0 = blocked by unlabeled MEK5, 100 = vehicle; binding response (% of control), % at 10 µM; hit rate 1.4% among 290,000; AID 1529, 2009;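 active = binding response more than 3 SD above or below the average of its plate-row segment, actives on both sides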;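 note: Alexa488 bead fluorescence after subtracting the streptavidin-only scavenger bead signal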
Target sequence (Q99759 whole entry, looked up): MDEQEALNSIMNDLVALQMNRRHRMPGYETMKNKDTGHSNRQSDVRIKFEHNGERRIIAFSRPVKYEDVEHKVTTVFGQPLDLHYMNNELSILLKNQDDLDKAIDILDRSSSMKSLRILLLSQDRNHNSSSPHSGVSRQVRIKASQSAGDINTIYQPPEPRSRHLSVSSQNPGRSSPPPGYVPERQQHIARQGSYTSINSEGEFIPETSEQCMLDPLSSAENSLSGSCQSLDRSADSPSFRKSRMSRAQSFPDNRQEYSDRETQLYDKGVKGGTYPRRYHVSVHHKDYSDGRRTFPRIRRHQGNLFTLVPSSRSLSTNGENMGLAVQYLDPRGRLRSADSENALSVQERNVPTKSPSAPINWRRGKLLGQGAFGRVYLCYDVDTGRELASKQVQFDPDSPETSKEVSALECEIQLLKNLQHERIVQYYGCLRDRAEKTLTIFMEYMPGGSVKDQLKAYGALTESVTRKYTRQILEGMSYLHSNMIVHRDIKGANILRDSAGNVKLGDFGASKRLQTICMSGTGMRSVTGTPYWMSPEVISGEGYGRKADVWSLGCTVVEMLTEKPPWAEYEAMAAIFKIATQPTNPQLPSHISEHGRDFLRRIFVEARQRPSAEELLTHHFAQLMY
M18AAP inhibitor: PfM18AAP inhibitors, malaria aminopeptidase, primary screen, biochemical, QFRET, recombinant enzyme; hit rate 1.2% among 290,000; inhibition, % at 7.35 µM; AID 1822, 2009; H-Glu-NHMec fluorogenic cleavage;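 active = inhibition above the campaign mean inhibition over all tested compounds plus 3 SD, cut at about 28% in these data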;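 note: 0% = plate median of test compound wells and 100% = 2 mM ZnCl2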
SUMO HTRF inh: inhibitors of in vitro SUMOylation cascade, primary screen, biochemical, HTRF, uHTS; hit rate 0.36% among 290,000; SUMO-conjugating enzyme UBC9 (Homo sapiens), P63279; inhibition, % at 35 µM; HTRF SUMOylation assay, SAE1/SAE2 + UBC9; in the data active = inhibition above about 50%, passing the limit was not always enough; note: strong numbers were not always called active
Target sequence (P63279 whole entry, looked up): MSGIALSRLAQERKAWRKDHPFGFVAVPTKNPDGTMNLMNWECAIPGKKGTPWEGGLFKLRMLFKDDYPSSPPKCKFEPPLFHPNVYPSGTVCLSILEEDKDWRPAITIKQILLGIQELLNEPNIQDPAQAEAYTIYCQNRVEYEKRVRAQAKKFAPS
IDE cell inh: human IDE inhibitors in live cells, primary screen, fluorescence polarization, HEK cells, FAbetaB substrate; Insulin-degrading enzyme (Homo sapiens), P14735; FAbetaB cleavage; hit rate 0.41% among 320,000; inhibition, % at 5.59 µM;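 active = percent inhibition above the average of all tested compounds plus 3 SD, set per screening campaign, cut at about 16% in these data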;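 note: IDE supplied by intact live HEK cells; FP after avidin binding of uncleaved biotin substrate so inhibition keeps polarization high; 0% = DMSO wells and 100% = 60 µM reference IDE inhibitor Ii1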
MEKK2mut PB1 HTS: MEK5 binding signal on mutant MEKK2 PB1, primary screen, biochemical, multiplex bead flow cytometry, Alexa488-MEK5. percent response, % at 10 µM. hit rate 0.35% among 290,000. Alexa488-MEK5 binding to MEKK2 mutant; in the data active = percent response above about 24%, passing the limit was not always enough; note: inactives centre near 1; some results filed as inactive read as strong as hits; reference of the scale not given here
* hit, by the source's call; x = not tested or not shown. A portion of the library, so the mix of outcomes need not match the whole.

NALP1 yeast inh,MEKK2mut PB1 HTS,M18AAP inhibitor,SUMO HTRF inh,MEKK2 WT-MEK5,IDE cell inh,pCIP destab,MEKK3 PB1 HTS,IDE cell activ,SMILES
-26,0,2,18,104,-1,0,101,-6,CC(=O)C1=C(O)C(=O)N(c2ccc(Br)cn2)C1c1ccc(Br)cc1 (stereo unspecified)
26,-1,-1,11,103,5,3,104,-5,COc1ccc(-c2nc(N)n(C(=O)c3ccc(C)cc3)n2)cc1
10,7,0,-1,104,7,12,101,2,CC1(C)C2CCC1(CS(=O)(=O)NCc1ccc(Cl)cc1Cl)C(=O)C2 (stereo unspecified)
4,2,-8,5,98,4,-11,102,4,O=C(c1cccs1)N1CCC(c2nc(-c3ccc(S(=O)(=O)N4CCOCC4)cc3)no2)CC1
-9,11,12,-8,110,3,1,106,7,CCN1C(C#N)=C(C#N)N=C(C)CC1(C)C
41,x,-2,-4,x,-2,11,x,2,O=C(O)c1sccc1Oc1ccc(F)cc1[N+](=O)[O-]
20,-2,-16,10,100,2,-14,100,-3,O=C(CCc1nnc2n(Cc3ccc(F)cc3)c(=O)c3ccccc3n12)NCCCN1CCOCC1
18,5,-1,28,87,0,-10,97,2,CCCN(CC(=O)Nc1ccc(Cl)cc1Cl)C(=O)/C=C/c1cc(OC)ccc1OC
16,-7,-5,-12,96,6,-4,105,-3,CC(C#N)Sc1ncnc2sc(-c3ccccc3)cc12 (stereo unspecified)
x,-16,-6,28,90,3,1,87,-5,N#CC(C#N)=C1c2cc(S(=O)(=O)NCCO)ccc2-c2ccc(S(=O)(=O)NCCO)cc21
-24,10,-15,-13,112,3,-4,107,5,COc1cc(C)c(Cl)c(C)c1S(=O)(=O)NCc1ccc2c(c1)OCO2
0,9,1,15,107,1,-6,105,7,O=C(Nc1ccccc1-c1ccccc1)c1cnccn1
-24,-5,6,4,94,-2,0,100,7,CC(=O)Nc1c([N+](=O)[O-])cc2[nH]c(=O)[nH]c2c1[N+](=O)[O-]
11,-19,3,-6,80,2,7,78,1,Cc1nnc2ccc(-c3cccc(NS(C)(=O)=O)c3)nn12
3,8,-12,-2,105,-1,-5,102,-3,CCOC(=O)CCP(=O)(O)C(O)c1ccccc1 (stereo unspecified)
-1,-6,-10,-1,88,0,-7,88,2,CCOc1ccc(NC(=O)CCN2CCN(S(=O)(=O)c3ccc(Cl)cc3)CC2)cc1
x,-26,4,-9,84,6,4,89,4,Cc1ccc(S(=O)(=O)N2CCN(C(=O)COC(=O)c3c(C)noc3C)CC2)c(C)c1
11,9,-8,23,105,-7,-3,100,-4,CCOC(=O)c1cc2nc(-c3ccccc3)cc(C)n2n1
-7,4,-8,-20,103,-1,-2,99,8,COc1ccc(OC)c(S(=O)(=O)Nc2cccc(F)c2)c1
28,-2,3,-11,96,4,2,98,3,Cc1cc(C)c(NS(=O)(=O)c2ccc(NC(=O)c3cccs3)cc2)c(C)c1
20,-12,1,-8,95,-2,-3,95,-5,O=C(NC1CCCC1)C(c1ccncc1)N(Cc1ccccc1F)C(=O)c1csnn1 (stereo unspecified)
-10,17,-3,6,109,4,0,108,6,CC(=O)N1N=C(c2ccc(Br)cc2)OC12CCCC2
2,-4,3,-4,94,-1,-7,98,4,O=C(COc1ccccc1[N+](=O)[O-])Nc1cccc(C(=O)Nc2ccccc2C(=O)O)c1
2,-8,3,7,99,2,-6,100,9,CC(C)C(=O)NNc1ccc(C(F)(F)F)cn1
x,2,x,x,101,4,x,105,6,COC(=O)C[C@H]1c2ccc(C(F)(F)F)cc2S(=O)(=O)N1Cc1ccccc1
10,7,-6,6,109,8,-19,106,-4,CCOc1cc(/C=C/c2nc3ccccc3c(=O)[nH]2)ccc1O
10,3,1,13,105,-2,-33,104,0,Cc1cc(S(=O)(=O)NCc2ccncc2)c(C)cc1Br
29,-2,10,-22,100,0,-6,101,6,CCOC(=O)Cn1c(S(=O)(=O)Cc2ccccc2Cl)nc(-c2ccccc2)c1-c1ccccc1
13,-1,1,10,98,6,-5,101,-2,Nc1cc(-c2ccc(Cl)cc2)nn1-c1ccccc1
8,1,-8,16,101,6,-2,102,2,CCOC(=O)C1CCN(C(=O)CN(c2cccc(OC)c2)S(=O)(=O)c2ccccc2)CC1
10,-2,4,-22,94,-2,-14,94,6,Nc1[nH]c(N=NC(=O)c2ccc(F)cc2)c2ccccc12
13,7,-15,11,102,-3,1,100,0,CC1CCN(c2ccc(C(=O)O)cc2N)CC1
-5,0,0,8,105,2,-5,104,x,CC1CCN(C(=O)c2cc(N3C(=O)C4C5CCC(C5)C4C3=O)ccc2Cl)CC1 (stereo unspecified)
29,-2,-2,-3,97,5,-12,90,-1,Cn1cc(C2CC(c3ccccc3)=NN2C(=O)c2ccccc2)c2ccccc21 (stereo unspecified)
12,11,1,-9,121,18*,-3,112,-18,CN(C)S(=O)(=O)N1CCN(CC(O)COc2ccc(-c3ccccc3)cc2)CC1 (stereo unspecified)
-5,-9,5,-1,99,-5,-11,96,2,O=C(NCc1nc2ccccc2[nH]1)c1ccc(S(=O)(=O)N2CCOCC2)cc1
12,-4,2,9,97,2,-13,98,4,CCC1Oc2ccc(C)cc2N(CC(=O)N(Cc2ccncc2)Cc2ccco2)C1=O (stereo unspecified)
16,-3,5,14,99,-2,1,99,2,O=S(=O)(Nc1cccc(Oc2cnccn2)c1)c1ccc(F)cc1
11,x,5,-18,x,0,-10,x,1,COc1nnc(-c2ccc(N3CCCCC3)c(NC(=O)C3CCCCC3)c2)c2ccccc12
5,3,1,-2,103,-4,-5,96,6,O=C(c1nc2ccc(Cl)cn2c1CN1CCC(O)CC1)N1CCc2ccccc2C1

Random excerpt: 4 compounds from above
NALP1 yeast inh,MEKK2mut PB1 HTS,M18AAP inhibitor,SUMO HTRF inh,MEKK2 WT-MEK5,IDE cell inh,pCIP destab,MEKK3 PB1 HTS,IDE cell activ,SMILES
11,x,5,-18,x,0,-10,x,1,COc1nnc(-c2ccc(N3CCCCC3)c(NC(=O)C3CCCCC3)c2)c2ccccc12
41,x,-2,-4,x,-2,11,x,2,O=C(O)c1sccc1Oc1ccc(F)cc1[N+](=O)[O-]
x,-16,-6,28,90,3,1,87,-5,N#CC(C#N)=C1c2cc(S(=O)(=O)NCCO)ccc2-c2ccc(S(=O)(=O)NCCO)cc21
10,3,1,13,105,-2,-33,104,0,Cc1cc(S(=O)(=O)NCc2ccncc2)c(C)cc1Br

IDE cell inh: hit marks shown above
NALP1 yeast inh,MEKK2mut PB1 HTS,M18AAP inhibitor,SUMO HTRF inh,MEKK2 WT-MEK5,IDE cell inh,pCIP destab,MEKK3 PB1 HTS,IDE cell activ,SMILES
12,11,1,-9,121,18*,-3,112,-18,CN(C)S(=O)(=O)N1CCN(CC(O)COc2ccc(-c3ccccc3)cc2)CC1 (stereo unspecified)

(more compounds)
NALP1 yeast inh,MEKK2mut PB1 HTS,M18AAP inhibitor,SUMO HTRF inh,MEKK2 WT-MEK5,IDE cell inh,pCIP destab,MEKK3 PB1 HTS,IDE cell activ,SMILES
2,-2,0,10,100,0,-8,102,3,O=C(CCNC(=O)c1ccco1)Nc1ccc(Cl)c(C(F)(F)F)c1
5,3,0,-34,107,9,-2,103,3,O=C(NC1CCCCCC1)c1c(F)c(F)c(F)c(F)c1F
10,3,-3,21,101,-1,-9,103,8,CN(C)c1ccc(C2OC(=O)C3(CCCC3)C(=O)C2(C)C)cc1 (stereo unspecified)
-4,6,7,-5,96,1,-2,102,4,Cc1cccc(C)c1NC(=S)N1CC(C)OC(C)C1 (stereo unspecified)
37,2,2,3,107,3,-2,100,6,COc1cc(NC(=S)N2CCC(C(N)=O)CC2)cc(OC)c1
29,-9,3,-3,90,10,-7,81,-14,O=C(Nc1ccc(Cl)cc1)N1CCC(c2nc(-c3ccc(F)cc3)no2)CC1
x,-1,-8,-3,97,8,-11,101,5,O=C(O)c1c[nH]c2ccc(S(=O)(=O)N3CCN(c4ccc(F)cc4)CC3)cc2c1=O
20,-2,1,9,87,3,-24,100,x,Cc1cccc(-[n+]2c(-c3cccc(Br)c3)[nH]c3nc4ccccc4nc32)c1
19,-6,-8,1,92,-3,16,96,4,COC(=O)c1nccnc1C(=O)Nc1ccccc1N1CCOCC1
2,-11,2,-17,98,-3,5,94,4,COc1ccc(NC(=S)NC23CN4CN(CN(C4)C2)C3)c(OC)c1
4,7,-2,11,98,3,-11,108,3,Cc1ccc(NC(=O)CCN2C(=O)CSC2=O)c(C)c1
0,-2,1,1,94,2,-16,97,0,CCC1CCCCN1C(=O)CCS(=O)(=O)c1ccccc1 (stereo unspecified)
-17,1,28*,25,102,4,-22,99,-1,Cc1[nH]c(=S)c(C#N)c(-c2ccccc2)c1C(=O)Nc1ccccc1
11,0,1,25,100,0,-29,100,2,O=C(Nc1nnc(S(=O)(=O)N2CCOCC2)s1)c1cccc(Br)c1
22,1,-3,-4,106,-4,13,101,-1,COc1ccc2ccc(OC)c(/C=N/n3cnnc3)c2c1
10,-1,7,15,102,-3,-16,98,4,S=C(NCCSCc1c(Cl)cccc1Cl)Nc1ccccc1
-4,3,-5,0,104,14,-6,98,5,C=CCn1c(N)cc(=O)nc1SCC(=O)Nc1ccccc1
30,-4,11,-5,95,1,-6,93,-4,COc1cccc(NC(=S)NCc2cccs2)c1
5,x,5,8,x,1,-16,x,6,Cc1c(/C=C(\C#N)c2nn(-c3ccccc3)c(N)c2C#N)c2ccccc2n1Cc1ccc(F)cc1
4,2,-3,-33,101,1,10,97,0,O=C(NCC1CCCO1)c1cccnc1Nc1ccccc1F (stereo unspecified)
19,1,-8,12,97,2,0,96,8,CCC(Sc1nc2n[nH]c(C)c2c(=N)n1-c1cccc(Cl)c1)C(=O)NCCOC (stereo unspecified)

Filtered by structure: the compounds so far containing a furan ring, fused or not (2)
NALP1 yeast inh,MEKK2mut PB1 HTS,M18AAP inhibitor,SUMO HTRF inh,MEKK2 WT-MEK5,IDE cell inh,pCIP destab,MEKK3 PB1 HTS,IDE cell activ,SMILES
12,-4,2,9,97,2,-13,98,4,CCC1Oc2ccc(C)cc2N(CC(=O)N(Cc2ccncc2)Cc2ccco2)C1=O (stereo unspecified)
2,-2,0,10,100,0,-8,102,3,O=C(CCNC(=O)c1ccco1)Nc1ccc(Cl)c(C(F)(F)F)c1

Screening results: PubChem BioAssay, several laboratories
